High-throughput results from PubChem.
N-glyco inh = increase of ERlucT glycosylation luciferase signal, primary screen, N-linked glycosylation inhibitor project, D54 ERlucT cells, luminescence, set 2; D54 ERlucT glycosylation luciferase reporter, 24 h; percent of 100 nM tunicamycin response; 0.23% of 360,000 active; reporter increase, % at 12.5 µM;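 active = mean luciferase reporter signal, scaled so untreated is 0 and the glycosylation-blocking control 100, at or above a set limit in every replicate; inconclusive = mean reaches the limit but not every replicate does; inactive = mean below the limit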;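 also: luciferase carries N-glycosylation sites so blocking glycosylation raises the light; 0% = median of neutral control wells and 100% = median of 100 nM tunicamycin wells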
MC4R antagonist = MC4R antagonists of cAMP signaling, primary screen, cell-based, TR-FRET, antagonist arm of biased-ligand search | Melanocortin receptor 4 (Homo sapiens), P32245 | MC4R-expressing cells, MTII-stimulated cAMP, LANCE TR-FRET | inhibition, % at 6.5 µM | 0.48% of 360,000 active;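 active = inhibition above its plate's cutoff, the mean of tested wells on that plate plus 3 SD, cut at about 29% in these data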;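 also: 0% = Melanotan II alone and 100% = Melanotan II plus saturating MCL0020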
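System – human MC4R-expressing U2OS cells · Also added – Melanotan II · Dosing – one concentration, 6.5 µM nominal · Timing – 30-min compound, 1-h challenge, 1-h detection, room temperature · Measured by – Eu-cAMP/anti-cAMP TR-FRET, emission 671 nm · Replicates – singlicate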
Cardio protect = cardioprotection against H2O2-induced cell death, primary screen, uHTS, H9c2 cells, ATPLite luminescence. 0.63% of 360,000 active. H9c2 cardiomyocytes, H2O2 injury protection, 2 h. protection from H2O2 cell death, % at 20 µM;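 active = compounds giving at least 50% protection of heart cells from peroxide-induced death in the single-dose screen, raw or plate-pattern-corrected value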;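 also: 0% = DMSO wells with peroxide and 100% = DMSO wells without peroxide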
MC4R barr agon = MC4R agonists recruiting beta-arrestin, primary screen, cell-based, luminescence, agonist arm of biased-ligand search | Melanocortin receptor 4 (Homo sapiens), P32245 | U2OS MC4R beta-arrestin complementation; percent of melanotan II response, DMSO zero | activation, % at 8.9 µM | 0.98% of 360,000 active;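 active = activation above a per-plate cutoff, the mean activation of sample wells on that plate plus 3 SD, cut at about 8% in these data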
ABCB6 inh MLPCN = ABCB6 transporter inhibitors, primary screen, K562-ABCB6 cells, flow cytometry, MLPCN library. ATP-binding cassette sub-family B member 6 (Homo sapiens), Q9NP58. K562-ABCB6 porphyrin accumulation, 1 h; hits give low values. fluorescence ratio to DMSO, % at 10 µM. 0.19% of 360,000 active. AID 602162, 2011;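 active = fluorescence ratio to DMSO below 75%, the collection mean minus 3 SD; inconclusive = too few cells collected in the well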;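 also: signal is porphyrin accumulated inside mitochondria; 100% equals median channel fluorescence of DMSO control wells; lower ratio means ABCB6 inhibition with less porphyrin fluorescence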
m5-HT2A agonist = mouse Htr2a agonists via beta-arrestin recruitment, primary screen, cell-based, luminescence; 5-hydroxytryptamine receptor 2A (Mus musculus), P35363; CHO-K1 mHTR2A beta-arrestin complementation; percent of 30 µM serotonin response; activation, % at 7.6 µM; 0.66% of 360,000 active; AID 624169, 2012;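 active = activation above a run cutoff, the mean activation of all tested compounds plus 3 SD, cut at about 14% in these data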;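 also: 0% = plate median of compound wells and 100% = 30 µM serotonin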
Target sequence (P35363 whole entry, looked up): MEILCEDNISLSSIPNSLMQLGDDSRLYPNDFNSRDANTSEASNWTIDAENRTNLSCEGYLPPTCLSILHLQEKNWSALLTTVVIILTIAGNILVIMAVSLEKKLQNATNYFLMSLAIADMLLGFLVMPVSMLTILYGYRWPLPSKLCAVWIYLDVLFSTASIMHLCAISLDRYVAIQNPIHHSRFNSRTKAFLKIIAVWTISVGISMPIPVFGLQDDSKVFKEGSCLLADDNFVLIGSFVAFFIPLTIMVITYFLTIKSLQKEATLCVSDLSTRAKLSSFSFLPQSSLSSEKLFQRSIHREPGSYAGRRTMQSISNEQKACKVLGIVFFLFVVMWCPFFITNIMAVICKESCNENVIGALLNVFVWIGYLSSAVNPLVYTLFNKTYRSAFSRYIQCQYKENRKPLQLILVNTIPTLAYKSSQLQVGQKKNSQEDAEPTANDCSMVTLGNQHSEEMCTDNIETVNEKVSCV
Vif inh = HIV Vif self-association inhibitors, primary screen, imaging, HEK293T, single point | HEK293T cells, Vif self-association by quenched fluorescence, 24 h | inhibition, % at 7.49 µM | AID 602346, 2012 | 0.35% of 340,000 active; in the data active = inhibition above about 50%, passing the limit was not always enough; inconclusive = no clear call, values can overlap the other calls; inactive = below about 31%; also: some results filed as inactive read as strong as hits
PDI turbidity = inhibitors of human PDI, primary screen, biochemical, turbidity, single point, plate reader | PDI insulin aggregation turbidity, A650, 90 min | inhibition, % at 10 µM | 0.052% of 350,000 active | AID 588391, 2011;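 active = mean inhibition across replicates of 30% or more, whatever share of single replicates reach that level; inconclusive = mean inhibition below 30% while every single replicate reaches 30%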;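 also: absorbance from insulin aggregation driven by PDI reduction with DTT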
Target sequence (P07237 whole entry, looked up): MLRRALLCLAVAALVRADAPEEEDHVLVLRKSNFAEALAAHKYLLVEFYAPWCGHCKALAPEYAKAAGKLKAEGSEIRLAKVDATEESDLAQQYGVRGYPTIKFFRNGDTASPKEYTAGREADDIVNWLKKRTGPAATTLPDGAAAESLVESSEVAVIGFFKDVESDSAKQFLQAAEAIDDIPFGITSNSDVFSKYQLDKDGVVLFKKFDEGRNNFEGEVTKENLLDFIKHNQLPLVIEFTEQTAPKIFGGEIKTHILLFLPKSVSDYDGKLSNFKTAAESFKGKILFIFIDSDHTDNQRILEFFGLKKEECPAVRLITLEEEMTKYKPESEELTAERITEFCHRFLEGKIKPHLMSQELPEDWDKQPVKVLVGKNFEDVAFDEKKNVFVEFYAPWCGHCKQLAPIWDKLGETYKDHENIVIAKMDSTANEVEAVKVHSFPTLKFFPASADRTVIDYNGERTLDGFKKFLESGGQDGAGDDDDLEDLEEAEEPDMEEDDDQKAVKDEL
CaV13 FRET inh = Disruptors of the CACNA1D IQ motif to Ca2+-dependent inactivation inhibitor domain association, primary screening, Förster resonance energy transfer in intact living …; inhibition, % at 12.3 µM; AID 743397; 0.098% of 340,000 active; HEK cells, CFP/YFP FRET ICDI-IQ, plate reader, 10 min; percent FRET-ratio fall versus neutral wells;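 active = mean replicate inhibition of at least 30% and at least 1% of replicates passing that level; inconclusive = only one of the two criteria is met; inactive = neither criterion is met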;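 also: 0% = median of the neutral control wells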
aDG glyco up = activators of alpha-DG glycosylation, primary screen, uHTS, Pro5-aDG cells, AlphaScreen; alpha-DG glycosylation AlphaScreen (IIH6); 0% Pro5, 100% B10-LARGE cell signal; activation, % at 10 µM; 0.22% of 360,000 active;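 active = activation of at least 8% versus controls, or a plate z-score of at least 8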;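 also: Pro5 are CHO cells carrying HIG-tagged alpha-DG that lacks glycosylation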
Numbers without * were called inactive; ? = inconclusive; . = not tested or not shown.

Sample of the layout:
1	CCCCC(=O)Nc1ccc(C(=O)NNC(=O)c2ccccc2Br)cc1
2	Cc1ccc(C(=O)OCC(=O)Nc2ccc3[nH]c(=O)[nH]c3c2)o1
3	COc1ccc(NC(=O)CN(C)S(=O)(=O)c2ccc(Cl)cc2)cn1

Compound,1,2,3
PDI turbidity,-2,12,-11
Cardio protect,-10,-8,4
ABCB6 inh MLPCN,97,103,99
m5-HT2A agonist,3,3,-7
aDG glyco up,0.0,-0.3,-0.1
N-glyco inh,1,1,3
MC4R antagonist,-5,-5,0
CaV13 FRET inh,-4,-6,-7
Vif inh,14,-6,4
MC4R barr agon,0.0,-1.8,-2.2

The listing, previewed entries included:
1	CCCCC(=O)Nc1ccc(C(=O)NNC(=O)c2ccccc2Br)cc1
2	Cc1ccc(C(=O)OCC(=O)Nc2ccc3[nH]c(=O)[nH]c3c2)o1
3	COc1ccc(NC(=O)CN(C)S(=O)(=O)c2ccc(Cl)cc2)cn1
4	CCOC(=O)c1c(C)[nH]c(C(=O)N(C)CC(=O)Nc2ccc(OCC)c(OCC)c2)c1C
5	Cc1cc(C)cc(NC(=O)NCC(O)COc2ccc([N+](=O)[O-])cc2)c1 (stereo unspecified)
6	CCn1c(=O)c2cc(C(=O)Nc3cccc(C(C)=O)c3)sc2c2ccccc21
7	O=C1CC[C@@H](OCc2ccccc2)CCN1CC[C@H](Sc1ccccc1)c1ccccc1
8	O=C(O)c1cccc(N/N=C/c2cccs2)c1

Compound,1,2,3,4,5,6,7,8
PDI turbidity,-2,12,-11,-3,8,-3,6,2
Cardio protect,-10,-8,4,-2,-3,-6,0,4
ABCB6 inh MLPCN,97,103,99,96,97,100,97,98
m5-HT2A agonist,3,3,-7,-1,-3,-1,-7,2
aDG glyco up,0.0,-0.3,-0.1,-0.3,0.1,-0.1,0.0,0.1
N-glyco inh,1,1,3,3,6,-7,-1,-13
MC4R antagonist,-5,-5,0,-2,2,2,7,5
CaV13 FRET inh,-4,-6,-7,-13,3,-5,-5,-3
Vif inh,14,-6,4,-6,0,-4,-6,-3
MC4R barr agon,0.0,-1.8,-2.2,-1.1,-3.1,0.0,3.3,-1.2

9	O=C(N/N=C/C1CC2CCC1C2)C1CC1 (stereo unspecified)
10	Cc1ccc([C@H]2N[C@]3(CCCN(Cc4ccc(C(F)(F)F)cc4)C3=O)[C@H]3C(=O)N(Cc4ccccc4)C(=O)[C@@H]23)cc1
11	Cc1cccc(OCC(=O)Nc2cccc(C(=O)Nc3ccccc3C(=O)O)c2)c1
12	COC(=O)C1=C(C(=O)OC)SC2(S1)C(C(=O)OC)=C(C(=O)OC)SC1=C2c2cc(C)ccc2NC1(C)C
13	O=C(c1ccco1)N1CCN(S(=O)(=O)c2cccc(C(F)(F)F)c2)CC1
14	CCOc1cccc(OCCCOc2cccc3cccnc23)c1
15	COc1ccccc1-n1nnnc1SC(C)C(=O)NC1CCCC1 (stereo unspecified)
16	Cc1ccc(OCC(=O)NNC(=S)NC(=O)C2CCCCC2)c(C)c1

Compound,9,10,11,12,13,14,15,16
PDI turbidity,1,-1,1,-4,-10,-7,-1,-5
Cardio protect,0,5,5,-16,3,-2,5,13
ABCB6 inh MLPCN,101,101,97,97,99,95,94,95
m5-HT2A agonist,-3,1,6,3,3,-5,-10,-2
aDG glyco up,-0.2,0.0,0.0,1.2,-0.1,0.1,0.3,0.2
N-glyco inh,3,-2,2,-3,2,-2,1,2
MC4R antagonist,6,-1,9,53*,0,14,5,7
CaV13 FRET inh,-5,-1,-4,-1,-6,-19,-6,.
Vif inh,12,-16,0,-10,22,-1,13,1
MC4R barr agon,-3.1,2.9,2.2,-1.4,-1.0,-3.0,-4.2,-5.7

17	Cc1ccc(NC(=O)CN2CCC(C(=O)c3ccc4c(c3)OCCO4)CC2)cc1
18	Cc1ccn2cc(CNC(=O)c3cccs3)nc2c1
19	COc1ccc(CCNC(=O)C2CCN(S(=O)(=O)c3ccc(OC)c(OC)c3)CC2)cc1OC
20	CN(CC(=O)N1CCCCCC1)S(=O)(=O)c1ccccc1
21	COc1ccc2c(=O)cc(-c3cccnc3)oc2c1OC
22	Cc1ccc(S(=O)(=O)NC(=O)NCc2ccccc2)cc1
23	COc1ccc(/C(C)=N/Nc2ncc(Cl)cc2Cl)c(O)c1
24	CCOC(=O)c1nn(C23CC4CC(CC(C4)C2)C3)c2c1C(=O)N(c1ccc(C)cc1)C2=O

Compound,17,18,19,20,21,22,23,24
PDI turbidity,6,.,-3,12,7,6,2,12
Cardio protect,-17,11,6,-1,6,4,-1,-5
ABCB6 inh MLPCN,100,95,99,101,98,92,98,109
m5-HT2A agonist,-3,-3,3,-2,-12,0,-8,2
aDG glyco up,0.2,0.1,-0.1,-0.1,-0.2,0.1,0.0,-0.2
N-glyco inh,-1,0,4,-3,2,0,-1,-1
MC4R antagonist,3,10,23,-4,27,2,-6,14
CaV13 FRET inh,-5,-5,-4,-4,-20,-6,-5,.
Vif inh,-14,3,-7,-4,-2,1,.,7
MC4R barr agon,-1.1,1.0,1.6,-1.8,-0.3,-0.3,13*,-1.7

25	N#C/C(=C\c1ccncc1)C(=O)Nc1ccc(C(=O)O)cc1
26	CCCCC(=O)N(C)c1c(CC)nc2c(OCC3CCCCC3)cccn12
27	Cn1cccc1C(=O)NC(=O)COC(=O)c1ccc(S(C)(=O)=O)c([N+](=O)[O-])c1
28	CC1CCCN(C2=C(NS(=O)(=O)c3ccc(Br)cc3)C(=O)c3ccccc3C2=O)C1 (stereo unspecified)
29	Cc1cnc(NC(=O)c2ccc(F)c(S(=O)(=O)N3CCOCC3)c2)s1
30	COc1ccc(N=Nc2nc3cc(Br)c(Br)cc3n2C)c(OC)c1
31	Cc1ccc(C)c(NC(CC(=O)c2ccccc2)C(=O)OCC(=O)c2cccs2)c1 (stereo unspecified)
32	CCn1cc(CN2CCC(C(=O)Nc3cccc(-c4cccc(Cl)c4)c3)CC2)cn1

Compound,25,26,27,28,29,30,31,32
PDI turbidity,0,3,11,3,-1,17,-1,-3
Cardio protect,3,-5,-8,-4,4,5,-1,-8
ABCB6 inh MLPCN,94,93,102,98,100,101,99,93
m5-HT2A agonist,4,-5,1,11,2,8,5,-9
aDG glyco up,0.0,0.8,0.2,-0.5,-0.1,-0.1,-0.1,3.4
N-glyco inh,3,-2,-10,7,0,3,-1,-1
MC4R antagonist,-4,12,-17,-3,10,1,-1,0
CaV13 FRET inh,-4,-13,.,-7,-4,-4,-15,-6
Vif inh,-7,-5,?,-2,-4,3,6,-8
MC4R barr agon,1.5,-0.4,-1.7,-4.2,-0.4,0.0,-1.1,-2.5

33	NS(=O)(=O)c1ccc(NC(=O)c2c(F)cccc2Cl)cc1
34	O=C(Nc1ccc2ccccc2c1)c1onc2c1CCCC2
35	CCc1ccccc1NC(=O)CN(C)C(=O)c1cc(C2CC2)nc2c1cnn2C(C)C
36	O=C(NCc1ccc(Cl)cc1)[C@@H]1CCCN1S(=O)(=O)c1ccc(Cl)cc1
37	Cc1c(N/C(=N/S(=O)(=O)c2ccc(F)cc2)c2ccccc2)c(=O)n(-c2ccccc2)n1C
38	O=C(CN1CCCCCC1)N/N=C/c1cccc(Cl)c1Cl
39	CSc1ccc(CNC(=O)C2CCC(=O)N(Cc3cccc(F)c3)C2)cc1 (stereo unspecified)
40	O=C(N/C(=C\c1cccs1)C(=O)N1CCOCC1)c1cccs1

Compound,33,34,35,36,37,38,39,40
PDI turbidity,4,-3,-4,-2,-5,18,7,-1
Cardio protect,-3,-24,3,-3,-7,0,-1,12
ABCB6 inh MLPCN,104,95,102,88,93,94,98,89
m5-HT2A agonist,3,0,-5,0,8,-3,-1,3
aDG glyco up,-0.2,0.3,0.4,0.2,0.0,0.6,0.2,-0.6
N-glyco inh,1,-11,-3,-1,2,-1,-1,-1
MC4R antagonist,-2,7,6,-3,11,1,5,8
CaV13 FRET inh,-3,-5,-5,-6,3,-4,-2,-4
Vif inh,-9,10,-2,4,4,0,-6,0
MC4R barr agon,0.1,0.3,2.7,0.4,0.6,0.3,-3.5,-0.3

41	NC(=O)c1ccc(/C=N/O)nc1
42	CCn1c(C)c(C(C)=O)c(N2CCN(c3cccc(Cl)c3)CC2)nc1=S
43	C#CCOCCOCCOCCNc1nc(N2CCN(C(=O)[C@H]([C@@H](C)CC)n3cc([C@@H](N)CC(C)C)nn3)CC2)nc(N2CCN(C(=O)[C@H](CCCCN)n3cc([C@@H](N)CO)nn3)CC2)n1
44	Cc1ccc(SCC(=O)OCC(=O)Nc2ccc3[nH]c(=O)[nH]c3c2)cc1C

Compound,41,42,43,44
PDI turbidity,8,3,1,-4
Cardio protect,1,3,5,3
ABCB6 inh MLPCN,99,88,95,105
m5-HT2A agonist,-1,-8,5,-4
aDG glyco up,0.0,0.2,-0.3,0.6
N-glyco inh,0,0,3,3
MC4R antagonist,-1,0,-1,-2
CaV13 FRET inh,-3,-4,.,-3
Vif inh,2,10,-5,2
MC4R barr agon,-5.7,-0.9,-0.8,1.1
